Source: PubChem (National Center for Advancing Translational Sciences (NCATS))
LDHA inh – inhibitors of human lactate dehydrogenase A | AID 1347041 | activity change, % (values are at about 110 or 230 µM) | 0.15% of 480,000 active | purified LDHA, NADH/diaphorase-resazurin fluorescence; stronger effect = lower value | P00338; in the data active means activity change below about -30%; inconclusive means mostly about -25% to -30%;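 further: plate controls were DMSO wells for no effect and wells without enzyme for full effect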
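Resorufin fluorescence (ex540/em590), read at 0 and 20 min after diaphorase/resazurin addition, reports the NADH left after a 5 min room-temperature reaction of 2 nM human LDH5 with 0.06 mM NADH and 0.2 mM pyruvate.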
12-LOX inh – ALOX12 (human) lipoxygenase inhibition; P18054; purified 12hLO, xylenol orange hydroperoxide absorbance; Potency, µM (doses to about 108 µM), for inactives: top-dose activity change, negative = inhibition, hits mostly inhibitors; 1.1% of 580,000 active; further: potency means the concentration at half of the fitted maximal effect; on the % scale 0 is the no-effect control and ±100 the full control effect
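Purified human 12hLO at 150 nM in 25 mM Hepes, 0.01% Triton X-100, pH 7.0, preincubated 15 min at room temperature with compound. Reaction started with 40 uM arachidonic acid, 30 min at room temperature. Hydroperoxide measured by Fe-xylenol orange, 573/405 nm absorbance ratio.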
Pol kappa inh – DNA polymerase kappa (human) inhibition. Q9UBT6. purified Pol kappa, fluorescent DNA synthesis assay, 10 min. Potency, µM (titrated, usually from 107 µM), inactives show at the top dose activity, negative = inhibition, hits mostly inhibitors. 0.53% of 400,000 active. AID 588579; further: potency means the concentration at half of the fitted maximal effect; on the % scale 0 is the no-effect control and ±100 the full control effect
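Fluorescent qHTS in 1536-well format: enzyme (10 nM) and compound sat 15 min at room temperature before 50 nM substrate (final) was added. Signal taken at 0 and 10 min; no-enzyme buffer wells were negative controls.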
ERG-DNA inh – ERG Ets/DNA interaction inhibition; P11308; fluorescence polarization, His-ERG Ets domain / labelled DNA; Potency, µM (series often up to 76.9 µM), inactives show at the top dose FP activity, negative = inhibition, hits mostly inhibitors; 0.028% of 370,000 active; active means well fitted inhibition curve with a large enough effect in the polarisation, with a control signal flat; inconclusive means small, poorly fitted or top-dose-only effect, or effect the other way, or a change in a side signal; inactive means no such curve, though single readings can be large or run the other way; the % refers to the polarisation;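 further: polarization taken with two DNA probes labelled with fluorescein and Texas red; potency means the concentration at half of the fitted maximal effect; % of control where 0% means no effect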
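His-tagged ERG Ets domain (1 uM in the protein solution; 300mM KCl, 50mM Tris-HCl, 1mM EDTA, 1mM DTT, pH 7.5) received compound, then a probe mix of 5 nM fluorescein-DNA and 100nM Texas-615-DNA. Fluorescence polarization was read for both dyes.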
APE1 inh – APE1 (human) endonuclease inhibition; 0.35% of 350,000 active; P27695; AID 2517; recombinant APE1, TAMRA/BHQ-2 abasic DNA cleavage fluorescence; Potency, µM (titrated, usually from 65.8 µM), without a hit: at the top dose activity change, negative = inhibition, usual class: inhibitors;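 further: potency means the concentration at half of the fitted maximal effect; plate controls were vehicle for no effect and reference inhibitor for full effect; nearly all actives have a fitted effect of over 55% in size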
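Substrate: short duplex with […] THF abasic site, 5'-TAMRA and 3'-BHQ-2, 50 nM final. APE1 at 0.75 nM, preincubated 15 min RT with compound. Fluorescence increase from first to third read measured activity.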
POLB inh – inhibitors of human DNA polymerase beta | P06746 | Pol beta primer extension/strand displacement, fluorescence kinetic | Potency, µM (titrated, usually from 114 µM), for inactives: top-dose activity change, negative = inhibition, actives largely listed as inhibitors | 1.3% of 340,000 active | AID 485314; further: potency means the concentration at half of the fitted maximal effect; on the % scale 0 is the no-effect control and ±100 the full control effect
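Curves were derived by four-parameter Hill fits of normalized qHTS data. The kinetic fluorescent primer-extension read was taken at 0 and 10 min after 50 nM substrate, following a 15 min room-temperature preincubation of 10 nM enzyme with compounds.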
RGS4 inhibitor – blocks human RGS4-accelerated GTP hydrolysis. Potency, µM (highest dose often 114 µM), without a hit: at the top dose activity change, negative = inhibition, actives largely listed as inhibitors. Transcreener GDP fluorescence polarization, RGS4-accelerated GTP hydrolysis. AID 504845. 0.039% of 390,000 active; further: potency means the concentration at half of the fitted maximal effect; on the % scale 0 is the no-effect control and ±100 the full control effect; nearly all actives have a fitted effect of over 75% in size; some results filed as inactive show a strong effect at the top dose
Target sequence (P49798 whole entry, looked up): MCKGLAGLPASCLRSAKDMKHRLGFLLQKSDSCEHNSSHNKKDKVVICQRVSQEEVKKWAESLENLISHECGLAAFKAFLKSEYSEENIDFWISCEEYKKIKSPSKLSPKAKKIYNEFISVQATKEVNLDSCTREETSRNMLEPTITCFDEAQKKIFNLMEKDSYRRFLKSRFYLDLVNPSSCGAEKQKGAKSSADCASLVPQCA
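MLSMR compounds (23 nl, pin-transferred) preincubated 10 min at room temperature with a 500nM (2x) first reagent, then RGS4 at 900nM (2x) plus Transcreener GDP mix added; fluorescence polarization (620/688 nm) read before and after 90 min at 30 °C.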
Anesthetic bind – candidate novel general anesthetic via apoferritin binding; P02791; apoferritin/1-aminoanthracene competitive binding, fluorescence; Potency, µM (titrated, usually from 77.5 µM), for inactives: at the top dose activity change, negative = displacement, most hits filed as inhibitors; 0.074% of 350,000 active; AID 485281; further: potency means the concentration at half of the fitted maximal effect; on the % scale 0 is the no-effect control and ±100 the full control effect; nearly all actives have a fitted effect of over 20% in size
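Horse-spleen apoferritin (10 uM) was mixed with 50% saturated 1-aminoanthracene in PBS, exposed to compounds for 10 min at room temperature, and read for fluorescence (ex 380 nm, em 535 nm). Competitive displacement was fitted with a four-parameter Hill equation.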
POLH inh – blocks human DNA polymerase eta activity; recombinant Pol eta, fluorescent DNA replication assay; Potency, µM (doses to about 114 µM), for inactives: top-dose activity change, negative = inhibition, most hits filed as inhibitors; 1.2% of 390,000 active; further: potency means the concentration at half of the fitted maximal effect; on the % scale 0 is the no-effect control and ±100 the full control effect
Target sequence (Q9Y253 whole entry, looked up): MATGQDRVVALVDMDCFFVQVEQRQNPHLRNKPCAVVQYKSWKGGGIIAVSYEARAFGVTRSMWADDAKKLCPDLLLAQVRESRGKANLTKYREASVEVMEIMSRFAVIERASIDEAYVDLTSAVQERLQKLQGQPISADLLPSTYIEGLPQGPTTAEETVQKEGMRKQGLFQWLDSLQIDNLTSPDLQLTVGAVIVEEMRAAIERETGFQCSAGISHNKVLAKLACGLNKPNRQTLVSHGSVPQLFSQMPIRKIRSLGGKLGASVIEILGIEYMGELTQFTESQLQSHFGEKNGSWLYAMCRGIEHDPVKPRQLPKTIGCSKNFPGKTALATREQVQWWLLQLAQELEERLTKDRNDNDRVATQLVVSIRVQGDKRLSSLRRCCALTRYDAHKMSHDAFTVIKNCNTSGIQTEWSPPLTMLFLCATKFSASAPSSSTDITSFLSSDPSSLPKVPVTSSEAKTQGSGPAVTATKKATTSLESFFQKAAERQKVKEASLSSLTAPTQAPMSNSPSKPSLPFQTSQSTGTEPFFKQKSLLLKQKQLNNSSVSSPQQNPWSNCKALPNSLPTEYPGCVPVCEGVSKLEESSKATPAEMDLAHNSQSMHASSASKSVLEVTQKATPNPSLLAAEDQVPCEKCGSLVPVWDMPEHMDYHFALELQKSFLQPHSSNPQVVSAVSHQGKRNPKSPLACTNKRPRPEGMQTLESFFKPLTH
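Pol eta (10 nM) was preincubated with compounds for 15 min at room temperature, after which fluorescent replication substrate (50 nM final) was added to start the reaction. Fluorescence was read kinetically at 0 and 10 min.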
* = called active by the depositor; ? = inconclusive; . = not tested or not shown; [ ] = dose if it differs, or a comment. Unless noted, the call rests on the fitted dose curve; in most records, active means well fitted curve in the direction sought with a large enough effect; inconclusive means small, poorly fitted or top-dose-only effect, or another doubt; inactive means no such curve, though single readings can be large; an effect the other way counts as inactive or inconclusive.

Every second line gives: Pol kappa inh	Anesthetic bind	POLB inh	12-LOX inh	POLH inh	LDHA inh	APE1 inh	RGS4 inhibitor	ERG-DNA inh
Cc1ccnc(NC(=O)c2ccc3[nH]c(=O)c(=O)[nH]c3c2)c1
→ -9%	5%	9%	-24%	-17%	3	-2%	-13%	7%
Cc1ccc(C(=O)CCC(=O)OCC(=O)NNC(=O)c2ccccc2Cl)cc1
→ 8%	.	.	25%	-17%	-1	-2%	13%	-4%
COc1ccc(N2C(=O)C3CCCN3C2c2cc(OC)c(OC)c(OC)c2)cc1 (stereo not given)
→ 0%	-3%	39%	30%[57.4 µM]	-3%	-1	-2%	-13%	3%
COc1ccc2c(c1)c(CCNNC(=O)C(C)(C)C)c(C)n2C(=O)c1ccc(Cl)cc1
→ 6%	.	.	2%	-17%	3	.	-15%	-7%
O=C(COC(=O)c1cccc([N+](=O)[O-])c1)c1ccc(OCc2ccccc2)cc1
→ -2%	-2%	28%	-6%	-9%	-5	-3%	-17%	3%
COc1ccc(-c2ccc(NCCN3CCOCC3)nn2)cc1OC
→ -4%	-3%	52%	0%	-18%	-2	-4%	6%	9%
CC(C)Sc1ncc(Cl)c(C(=O)Nc2ccc(S(=O)(=O)N(C)c3ccccc3)cc2)n1
→ -10%	-6%	-1%	-22%	?	1	.	17%	2%
COc1cccc(NC(=O)CCN2C(=O)c3ccc([N+](=O)[O-])cc3C2=O)c1
→ 0%	-2%	29%	-15%	-13%	4	23%	-5%	5%
CCOc1ccc(Oc2ccc(NC(=O)[C@@H](NC(N)=O)[C@@H](C)CC)cc2)cc1
→ 0%	6%	12%	13%	-19%	-1	-7%	3%[56.9 µM]	16%
CC(=O)NCCNC(=O)c1cc(-c2cccc3ccccc23)nc2ccccc12
→ -9%	.	.	0%	-20%	-5	.	-32%	0%
COCCSc1ccccc1C(=O)Nc1cc([N+](=O)[O-])ccc1OC
→ -16%	-21%	27%	2%	-12%	-8	-3%	15%	-2%
Cc1ccc(NC(=O)c2cnn(-c3ccc(C)c(C)c3)c2C2CCN(C(=O)OC(C)(C)C)CC2)c(C)c1
→ -7%	28%	2%	-4%	-15%	6	.	-8%	0%
COc1cccc(CNC(=O)c2cccc(Br)c2)c1
→ -5%	-20%	34%	-27%	-12%	-5	2%	-13%	6%
CCn1c(=S)[nH]c2cc(S(=O)(=O)N3CCOCC3)ccc21
→ -4%	.	.	?	-18%	-3	2%	13%	-6%
O=C(Nc1nccs1)c1ccc(S(=O)(=O)N2CCOCC2)cc1
→ -1%	-14%	11%	3%	-4%	-1	9%	-32%	10%
CC(NC(=O)C(NC(=O)C(Cc1c[nH]c2ccccc12)NC(=O)OC(C)(C)C)C(C)C)C(N)=O (stereo not given)
→ -3%	-6%	47%	9%	-2%	-6	1%	-21%	24%
CCN(CC)S(=O)(=O)c1ccc(NC(=O)CSc2nc3nc(C)cc(C)c3c(=O)[nH]2)cc1
→ -8%	.	.	-29%	1%	-7	.	-6%	.
COc1ccc(NC(=O)COc2ccccc2)cc1Cl
→ -12%	?	26%	4%	0%	-8	27%	13%	-3%
COc1cccc(/C(O)=C/c2nc3ccc(C(=O)NCCc4ccc(Cl)cc4)cc3[nH]c2=O)c1
→ -16%	-5%	0%	-18%	-8%	-5	2%	-2%	10%
COc1ccccc1C(=O)NCC(=O)N=Nc1c(O)n(C(C)C)c2ccccc12
→ -12%	-1%	-17%	-2%	-1%	-7	-11%	13%	2%
CCOC(=O)Nc1ccc(C(N)=O)cc1
→ -2%	-4%	26%	0%	9%	0	2%	-5%	-1%
O=C(CN1C(=O)CC(c2ccccc2)S(=O)(=O)c2ccccc21)N1CCCCC1 (stereo not given)
→ -9%	-7%	31%	-2%	-11%	-1	20%	-8%	11%
Cc1ccc(Oc2ccc(S(=O)(=O)NCC(C)(C)N3CCOCC3)cc2)cc1
→ -4%	-14%	-1%	?	-19%	0	26%	-25%	-18%
O=[N+]([O-])c1cc(S(=O)(=O)Nc2ccccc2)ccc1N1CCN(c2ccccc2)CC1
→ -23%	-19%	8%	-24%	-10%	-9	-5%	23%	-1%
Nc1cc(=O)[nH]c(SCC(=O)NCCC2=CCCCC2)n1
→ -13%	.	.	-17%	-5%	0	14%	5%	13%
COc1ccc(OC)c(S(=O)(=O)NC2CC2)c1
→ -1%	0%	-17%	-1%	7%	0	22%	5%	-21%
O=C(O)c1ccc(-n2nnc3ccccc32)c([N+](=O)[O-])c1
→ 0%	9%	29%	-12%	-9%	-8	0%[12.4 µM]	-22%	8%
CC1=C(C(=O)OCC2CCCO2)C(c2ccncc2)C2=C(CC(C)(C)CC2=O)N1 (stereo not given)
→ -13%	140%[activator]	-30%	24%	-14%	0	1%	?	1%
OCCNc1nc(NCCC2=CCCCC2)nc(N2CCOCC2)n1
→ -5%	-10%	1%	5%	-14%	-2	-3%	10%	-6%
O=C(O)c1ccccc1Nc1ccccc1C(=O)O
→ -1%	-10%	8%	-11%	-17%	-8	-3%	22%	-4%
CCOc1ccccc1NC(=O)C1CCN(S(C)(=O)=O)CC1
→ 2%	-16%	19%	6%	-15%	-3	-7%	5%	2%
COc1ccccc1OCCn1c(COc2cc(C)ccc2C)nc2ccccc21
→ 9%	100%[activator]	2%	-8%	.	0	.	-4%	-1%
Cc1cc(NS(=O)(=O)c2ccc(C3CCCCC3)cc2)no1
→ -5%[60.1 µM]	-22%	12%	-9%	6%	-4	12%	3%	.
O=[N+]([O-])c1ccc(Cl)c(/C=N/N2CCN(Cc3ccc(Cl)cc3)CC2)c1
→ -12%	-17%	-3%	-11%	-10%	0	4%	17%	-2%
CCOc1ccc(C2CC(=O)NC(NC(=O)c3ccc(C)cc3)=N2)cc1 (stereo not given)
→ -6%	0%	3%	-15%	-13%	-8	.	-2%	0%
CC(C)CCOc1ccc(C(=O)NCC(c2cccs2)N2CCOCC2)cc1 (stereo not given)
→ -3%	.	.	12%	-12%	0	-12%	-27%	3%
CC(=O)c1ccc(-c2nc3c4ccccc4ccn3c2C(C)=O)o1
→ ?	-8%	-1%	0%	?	-4	-6%	7%	-5%
COC(=O)c1cc(Br)cn1S(=O)(=O)c1ccccc1
→ -12%	-2%	-6%	6%	-8%	-12	25%	19%	-1%
Cn1c(Cc2cccs2)nnc1SCC(=O)N1CCc2ccccc21
→ 0%	-5%	12%	-13%	-10%	-8	-7%	-9%	8%
Cc1nn(Cc2cccc3ccccc23)c(C)c1NC(=O)c1cccnc1
→ -16%	-10%	14%	-4%	-22%	-4	0%	-9%[11.4 µM]	-4%
CCOc1ccc(C(C)NC(=O)CCC(=O)O)cc1 (stereo not given)
→ 2%	-12%	6%	3%	-2%	2	0%	11%	10%
Cc1cc(C)cc(NC(=O)N2CCN3CCCCC3C2)c1 (stereo not given)
→ 3%	206%[activator]	2%	-13%	-14%	-2	.	-23%	5%
COc1cccc2cc(C(=O)N3CCN(c4ccccc4F)CC3)c(=O)oc12
→ 4%	-7%	1%	0%	-8%	-2	-5%	4%	-3%
CCCOc1ccc(C(=O)NCC(c2cccs2)N(C)C)cc1 (stereo not given)
→ -5%	-4%	6%	2%	-2%	-4	3%	32%	-3%
CCC(C)[C@H]1CN=C(N)N1CC1CCCCC1 (stereo not given in full)
→ -11%	.	.	.	-12%	-10	.	11%	-7%
CC(C)(C)c1ccc(-c2nnc(SCCC#N)n2C2CCCC2)cc1
→ -5%	2%	-2%	-4%	-16%	-1	11%	-23%	-6%
O=C(c1cccc(S(=O)(=O)N2CCOCC2)c1)N1CCOCC1
→ -8%	-8%	18%	-7%	4%	-3	-1%	6%	3%
O=C(Nc1cccc(Cl)c1)c1cncn1-c1ccc(F)cc1
→ -5%	-12%	1%	-9%	-19%	1	-6%	-12%	0%
C#CCN1C(=O)S/C(=C/C=C/c2ccc(N(C)C)cc2)C1=O
→ -19%	-1%	2%	-16%	-19%	-4	?	41%	?
COC(=O)c1cc2c(C)cc3ccc(C)cn3c-2c1C(=O)OC
→ 0%	5%	2%	5%	-3%	7	3%	-15%	-4%
CCC1CCc2sc(C(=O)N3CCN(c4ccccn4)CC3)cc2C1 (stereo not given)
→ -3%	.	.	?	-16%	-1	.	-22%	11%
Cc1ccccc1NC(=O)C1CCCN(S(=O)(=O)c2ccc3c(c2)C(C)(C)C(=O)N3C)C1 (stereo not given)
→ -7%	-12%	41%	18%	-19%	-5	-12%	12%	-7%
CCCCn1c(N)c(N(Cc2ccccc2OC)C(=O)c2ccc([N+](=O)[O-])s2)c(=O)[nH]c1=O
→ -7%	.	.	?	-10%	6	-14%	-4%	3%
O=C(C[n+]1ccsc1)c1ccccc1
→ -2%	-21%	12%	-2%	-14%	-4	2%	-40%	15%
CC(C(=O)NCCS(=O)(=O)c1ccc(Cl)cc1)S(=O)(=O)c1ccc(Cl)cc1 (stereo not given)
→ -16%	-3%	-9%	-1%	-7%	-7	-3%	23%	-8%

A portion of the library. The share of hits here may be higher or lower than overall.
